MLL CXXC-DNA inh – blocks binding of human MLL CXXC domain to DNA | AID 2662 | Q03164 | MLL-CXXC / FITC-HOXA9 DNA fluorescence polarization | Potency, µM (highest dose often 115 µM), inactives show at the highest dose activity change, negative = inhibition, hits mostly inhibitors | actives 0.037% (n = 290,000); active = well fitted inhibition curve with a large enough effect in the polarisation, with a control signal flat, not every such curve was filed as active; inconclusive = small, poorly fitted or top-dose-only effect, or effect the other way, or a change in a side signal; inactive = no such curve, though single readings can be large or run the other way; the % refers to the polarisation
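Fluorescence polarization: 7 uM MLL-CXXC (stock) preincubated 5 min with compounds, then 50 nM fluorescein-HOX-A9 DNA (stock) added; 30 min ambient. Buffer 50 mM Tris-HCl pH 7.5, 50 mM NaCl, 1 mM DTT, 0.05% BSA.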
RORg inh – blocks mouse ROR gamma transcriptional activity | actives 5.4% (n = 310,000) | Potency, µM (top dose mostly 53.6 µM), without a hit: top-dose activity change, negative = inhibition, hits mostly inhibitors | P51450 | Drosophila S2 Gal4-RORgamma UAS-luciferase reporter, 20 h | AID 2551; also: % is scaled to controls: 0 for no effect and ±100 for the full control effect; nearly all actives have a fitted effect of over 60% in size
Target sequence (P51450 whole entry, looked up, the tested form may be a part): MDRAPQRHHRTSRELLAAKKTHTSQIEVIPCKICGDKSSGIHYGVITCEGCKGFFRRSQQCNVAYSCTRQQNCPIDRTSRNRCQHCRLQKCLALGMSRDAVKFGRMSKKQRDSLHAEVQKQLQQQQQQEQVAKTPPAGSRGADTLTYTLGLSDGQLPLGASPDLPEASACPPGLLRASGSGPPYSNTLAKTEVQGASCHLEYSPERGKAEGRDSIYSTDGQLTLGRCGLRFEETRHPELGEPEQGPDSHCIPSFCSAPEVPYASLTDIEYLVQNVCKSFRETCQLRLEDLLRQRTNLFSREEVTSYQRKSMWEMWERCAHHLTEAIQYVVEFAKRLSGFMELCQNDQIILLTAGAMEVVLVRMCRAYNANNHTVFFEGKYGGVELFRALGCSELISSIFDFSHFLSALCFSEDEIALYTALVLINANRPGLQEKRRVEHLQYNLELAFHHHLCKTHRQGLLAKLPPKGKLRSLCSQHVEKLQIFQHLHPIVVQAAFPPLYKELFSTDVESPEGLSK
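Drosophila Schneider cells stably carrying a metallothionein-driven Gal4 DBD–ROR gamma fusion and a UAS-Photinus luciferase reporter were exposed to compound for 1 hr, then induced with copper sulfate (700 uM final) for 20 hr at ambient temperature before luminescence reading.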
FLuc counter – counter-screen for miR-21 project: firefly luciferase inhibitors or activators | purified FLuc, Km substrates, luminescence inhibition | Potency, µM (doses to about 57.5 µM), for the others: at the highest dose activity change, negative = inhibition, usual class: inhibitors | actives 6.9% (n = 360,000);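 also: plate controls were vehicle for no effect and reference inhibitor for full effect; nearly all actives have a fitted effect of over 55% in size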
Target sequence (P08659 whole entry, looked up): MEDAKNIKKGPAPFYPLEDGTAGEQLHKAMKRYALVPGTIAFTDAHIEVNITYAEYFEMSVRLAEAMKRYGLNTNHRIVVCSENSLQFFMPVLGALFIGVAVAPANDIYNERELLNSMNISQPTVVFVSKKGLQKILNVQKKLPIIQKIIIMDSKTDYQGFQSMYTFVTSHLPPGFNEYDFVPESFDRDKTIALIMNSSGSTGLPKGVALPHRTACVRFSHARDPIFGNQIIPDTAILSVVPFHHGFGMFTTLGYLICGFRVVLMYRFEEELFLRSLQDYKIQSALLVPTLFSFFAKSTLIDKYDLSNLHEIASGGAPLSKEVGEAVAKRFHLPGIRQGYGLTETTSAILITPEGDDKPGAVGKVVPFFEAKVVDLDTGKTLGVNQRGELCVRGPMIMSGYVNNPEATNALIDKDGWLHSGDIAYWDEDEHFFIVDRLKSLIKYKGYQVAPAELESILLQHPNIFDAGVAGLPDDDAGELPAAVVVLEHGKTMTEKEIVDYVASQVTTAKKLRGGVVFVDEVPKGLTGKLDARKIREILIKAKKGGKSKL
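Purified P. pyralis luciferase, 10 nM final, with Km-level 10 uM D-luciferin and 10 uM ATP in 50 mM Tris acetate pH 7.5, 10 mM Mg acetate, 0.01% Tween-20, 0.05% BSA; 6-point qHTS titration about 60 µM downward; luminescence read.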
ELG1 genotox – inducers of genotoxicity in HEK293T ELG1-luciferase cells; HEK293T ELG1-luciferase reporter, luminescence, 16 h; Potency, µM (series often up to 46 µM), inactives show top-dose activity change, positive = activation, actives largely listed as activators; actives 1.3% (n = 330,000); AID 504466; also: % of control where 0% means no effect; nearly all actives have a fitted effect of over 60% in size
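16 hr compound incubation (37 °C, 5% CO2) of HEK293T cells carrying luciferase-tagged ELG1; luciferase then measured by ONE-Glo luminescence after 30 min at RT.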
uPA generation – blocks generation of uPA at the cell surface; cell surface uPA generation assay, qHTS; Potency, µM (titrated, usually from 38.3 µM), inactives show top-dose activity change, negative = inhibition, actives largely listed as inhibitors; actives 0.31% (n = 330,000); active = well fitted inhibition curve with a large enough effect; inconclusive = small, poorly fitted or top-dose-only effect; inactive = no such curve, though single readings can be large or run the other way; tested in mouse RAW 264.7 cells; also: % is scaled to controls: 0 for no effect and ±100 for the full control effect; nearly all actives have a fitted effect of over 55% in size
BRCA1 expr act – increases BRCA1 expression. MCF7-BRCA1-FFLuc reporter, luminescence, 48 h; response scale: scaled: vehicle 0%, 10 µM genistein 100%. Potency, µM (series often up to 46.1 µM), for inactives: at the top dose activation, actives largely listed as activators. actives 1.1% (n = 380,000); also: nearly all actives have a fitted effect of over 80% in size; some results filed as inactive show a strong effect at the top dose
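Activators of BRCA1 expression were detected as increased firefly luciferase luminescence in engineered MCF7 cells after 48 h compound incubation. Signals were scaled to genistein 10 microM as full activation.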
MBNL1 CUG block – blocks human MBNL1 binding to CUG repeat RNA; Q9NR56; TR-FRET MBNL1-His/biotin-(CUG)12 binding, 665/545 ratio; Potency, µM (top dose mostly 57.5 µM), without a hit: top-dose activity change, negative = inhibition, hits mostly inhibitors; actives 0.036% (n = 280,000); active = well fitted inhibition curve with a large enough effect in the signal ratio, with a control signal flat, not every such curve was filed as active; inconclusive = small, poorly fitted or top-dose-only effect, or effect the other way, or a change in a side signal; inactive = no such curve, though single readings can be large or run the other way; the % refers to the signal ratio; also: % is scaled to controls: 0 for no effect and ±100 for the full control effect
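MBNL1-His + Biotin-(CUG)12, cpd titration 92 nM–58 uM; Tb anti-His Ab 0.055 ng/ul, SA-XL665 5 nM (final); 60 min RT; ratiometric 665/545 nm, Ex 340 nm; normalized to buffer and full-complex controls.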
Rab9 prom act – activates the Rab9 promoter; actives 2.8% (n = 320,000); AID 485297; Huh7 Rab9 promoter-luciferase reporter, luminescence, 24 h; Potency, µM (highest dose often 9.22 µM), without a hit: top-dose activation, negative = inhibition, most hits filed as activators; also: % of control where 0% means no effect; nearly all actives have a fitted effect of over 60% in size
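Luciferase signal after 10 min detection reagent at ambient indicates Rab9 promoter upregulation; stably transfected Huh7 cells were treated 24 h with compound in DMSO at 37 °C, 5% CO2.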
NPC1 prom act – activators of NPC1 promoter. actives 2.4% (n = 320,000). Huh7 NPC1 promoter luciferase reporter, 24 h. AID 485313. Potency, µM (highest dose often 9.22 µM), for the others: at the top dose activation, usual class: activators;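 also: % of control where 0% means no effect; nearly all actives have a fitted effect of over 60% in size; reporter is driven by a mutant NPC1 promoter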
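Stably transfected Huh7 (NPC1 promoter→luciferase), 1500 cells/well in Opti-MEM + 10% FBS, 2 h settle, then compound 24 h at 37 °C. Luminescence after 10 min with Amplite reagent.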
Gal4-VP16 FLuc – inhibits Gal4-VP16 luciferase reporter, ROR gamma counter-screen. Drosophila S2 Gal4-VP16 UAS-luciferase, luminescence, 20 h. Potency, µM (top dose mostly 53.6 µM), inactives show at the highest dose activity, negative = inhibition, most hits filed as inhibitors. actives 3.5% (n = 310,000). AID 2546;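 also: Gal4-VP16 expression switched on by copper sulfate through the metallothionein promoter; % is scaled to controls: 0 for no effect and ±100 for the full control effect; nearly all actives have a fitted effect of over 50% in size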
p53 reactivation – re-activators of mutant p53 | H1299 p53-A138V BP100-luciferase reporter, luminescence, 24 h | Potency, µM (top dose mostly 92.2 µM), for the others: at the top dose activity change, positive = activation, hits mostly activators | actives 0.063% (n = 320,000); also: % of control where 0% means no effect; nearly all actives have a fitted effect of over 45% in size
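p53-null H1299 cells stably carrying temperature-sensitive p53-A138V and a BP100-luciferase reporter were pinned with compounds (4-point, 1:5 series) and held 24 hrs at 37 deg C. Luminescence was read 10 min after detection reagent.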
The depositor's hits bear a star; ? = inconclusive; . = no result given; & = joins results of further samples; [ ] = dose if it differs, or a comment. Unless noted, calls follow the shape of the dose curve; as a rule, active = well fitted curve in the direction sought with a large enough effect; inconclusive = small, poorly fitted or top-dose-only effect, or another doubt; inactive = no such curve, though single readings can be large; an effect the other way counts as inactive or inconclusive. Potency is read from the fitted curve at half-maximal effect. An excerpt (hit frequency here may not be typical).

Each structure is followed by: MLL CXXC-DNA inh, RORg inh, FLuc counter, ELG1 genotox, uPA generation, BRCA1 expr act, MBNL1 CUG block, Rab9 prom act, NPC1 prom act, Gal4-VP16 FLuc, p53 reactivation
- Cc1ncc(CN2CCCCC2C(=O)Nc2ccc(Oc3ccccc3)nc2)cn1 (configuration not stated)
→ -6%, 0%, 2%, 0%, 9%, -8%, -6%, 2%, 3%, 1%, -7%
- CCN(CC)S(=O)(=O)c1ccc(C)c(NC(=O)c2cc(C)oc2C)c1
→ 2%, 2%, -3%, -5%, 4%, -26%, -3%, 7%, -5%, -1%, 1%
- CCOc1ccc(/C=N/Nc2nc(C)cs2)c(O)c1
→ -6%, 1.4µM*, 3.8µM*, 16%, 12%, 54%, 9%, 1.8µM*, 1.6µM*, 2.2µM*, ?
- Cc1ccc(CCNC(=O)CCn2c(=O)c3cccn3c3ccc(F)cc32)cc1
→ -1%, 36%, 4%&-8%, 0%, 0%, -11%, 0%, -1%, -3%, 2%, 8%
- CC(C)C(NC(=O)/C=C/c1ccc(F)cc1)C(C)C
→ -10%, -10%, 0%, -1%, -6%, -8%, -6%, -3%, -11%, 3%, 2%
- CCCc1cnc(N2CCN(C(=O)c3c(-c4ccccc4)noc3C)CC2)nc1
→ -5%, 11%, 0%, -9%, -16%, -34%, ., -3%, 1%, -15%, -3%
- Clc1ccc(CN=C(Nc2ccccc2)NC2CCCCC2)cc1
→ -15%, 0%, 0%, -9%, -2%, -89%, -5%, 8%, 1%, -2%, -6%
- O=C(CN1CCCc2ccccc21)NCCc1ccc(Cl)cc1
→ -3%, ?, -17%, 1%, 5%, -28%, 8%, -1%, 1%, -16%[10 µM], -1%
- COC(CNc1cc(=O)oc2ccccc12)OC
→ -11%, -2%, 0%, -1%, -2%, 0%, -1%, -2%, -1%, 3%, -1%
- Cn1c(N)c(C(=O)CSc2nnc(C3CC3)n2-c2ccccc2)c(=O)n(C)c1=O
→ ., ., -2%, 3%, 2%, -3%, ., -8%, 0%, ., -1%
- CCCCNc1oc(-c2cccs2)nc1S(=O)(=O)c1ccccc1
→ 12%, 0%, 1%, -6%, ., -5%, 3%, -3%, -1%, -22%, -4%
- CC1=CC(=O)C=C(C)C1=NOS(=O)(=O)c1ccccc1
→ -4%, 18µM*, -3%, ?, -11%, -111%, -3%, -16%, -6%, 18µM*, -24%
- Cc1ccc(NC(=O)CSc2nnc(CCC(=O)O)c(=O)[nH]2)cc1
→ -1%, 0%, -3%, -4%, 5%, -12%, -5%, -4%, 0%, -2%, 4%
- O=C(COc1ccccc1O)c1cccs1
→ 2%, 17%, -4%, 0%, 0%, 23%, -7%, 4%, 1%, 0%, 9%
- O=C(CSc1nc2ccccc2s1)Nc1ccc(C(=O)O)cc1
→ 1%, 13%, ?, 3%, 2%, 17%, -8%, 11%, 1%, 0%, -3%
- CN(CC(=O)Nc1ccccc1C(F)(F)F)C(=O)CSc1nc(N)cc(N)n1
→ ., ., -1%, -1%, -4%, 2%, ., -1%, -2%, ., -6%
- CCOC(=O)C1CCN(C(=O)c2ccccc2N(C)S(=O)(=O)c2ccccc2)CC1
→ 0%, 1%, 1%, 1%, -4%, 6%, -2%, -6%, 0%, 5%, -5%
- O=C(NCCc1c[nH]c2ccccc12)C(=O)NCC1OCCN1S(=O)(=O)c1ccc(F)cc1 (configuration not stated)
→ 3%, ?, 7%, -5%, 4%, -15%, -8%, -8%, -4%, -3%, -1%
- CN1CCCC(OC(=O)c2cccc(Cl)c2)C1 (configuration not stated)
→ 3%, 0%, 4%, 4%, 3%, -2%, -5%, -2%, 0%, 0%, 4%
- O=C(NCCCn1ccnc1)C(=O)NCC1OCCN1S(=O)(=O)c1ccccc1 (configuration not stated)
→ 20%, 4%, -1%, 3%, -2%, 8%, -11%, -5%, -3%, 6%, 1%
- Cc1cccc(NC(=S)NNC(=O)COc2ccc(Cl)cc2Cl)c1
→ 5%, 4.5µM*, -16%, 0%, 3%, -17%, -7%, 2%, 2%, 2.8µM*, .
- Cc1ccc(C(=O)NCC(=O)Nc2ccncc2)cc1
→ -3%, 34%, 0%, -7%, 5%, -19%, 1%, 7%, 3%, -9%, -6%
- Cn1c(=O)c2c(SCC(=O)NCc3ccco3)nc(CC(C)(C)C)nc2n(C)c1=O
→ 0%, -8%, 0%, -9%, ?, -24%, -7%, -8%, -2%, 0%, 0%
- O=C(CN(Cc1cccs1)C(=O)CCC(=O)Nc1nccs1)NCc1ccccc1
→ -1%, -18%, 5%, 2%, 4%, 5%, -2%, 1%, 6%, -3%, -1%
- CCC(=O)/C=C1\Sc2ccccc2N1CC
→ 14%, 7%, -13%, 1%, 3%, -7%, -6%[11.5 µM], 0%, -3%, 2%, 3%
- O=C(COc1ccc(Cl)cc1)Nc1ccc(N2CCN(C(=O)c3ccco3)CC2)cc1
→ -2%, ?, 2%, -8%, -24%, -57%, -1%, -16%, -9%, -29%, 3%
- Cc1sc2nc(CN3CCCC3)nc(N3CCC(C(N)=O)CC3)c2c1C
→ 13%, 39%, -2%, 0%, 5%, -9%, 0%, -7%, -1%, 14%, 16%
- Cc1cccc(S(=O)(=O)Nc2ccc(C)c3c2OC(C)(C)C3)c1
→ -4%, 2%, 0%, -7%, 0%, -5%, -6%, -6%, -4%, ?, -3%
- O=C(N/N=C/C=C/c1ccccc1)c1ccccc1Br
→ 14%, 3.2µM*, ?, -3%, 0%, 42%, ?, -2%, 4%, ?, 5%
- COc1ccc([C@]23Cc4cc(C#N)ccc4C(O2)c2c(cc(C)n(-c4ccccc4)c2=O)O3)cc1
→ 2%[23 µM], -1%[10 µM], 3%[11.5 µM], ., ., ., 17%[11.5 µM], -6%[1.84 µM], 1%[1.84 µM], 0%[10 µM], .

The results go on:
Each structure is followed by: MLL CXXC-DNA inh, RORg inh, FLuc counter, ELG1 genotox, uPA generation, BRCA1 expr act, MBNL1 CUG block, Rab9 prom act, NPC1 prom act, Gal4-VP16 FLuc, p53 reactivation
- Cc1ccc(/C(N)=N/OC(=O)Oc2ccccc2)cc1
→ 0%, 7%, ?, 2%, 1%, 30%, -8%, 1%, -1%, 5%, 2%
- CC(Sc1nnnn1C1CC1)C(=O)N1CC(=O)Nc2ccccc21 (configuration not stated)
→ ., ., 1%, -3%, 1%, -9%, ., 1%, 6%, ., 7%
- CC(C)(C)NC(=O)CCCSc1nc2ccccc2s1
→ -1%, ?, 15µM*, ?, -3%, ?, 5%, 1.8µM*, ?, ?, -1%
- O=C(O)CSc1nc(-c2ccccc2)nc2c1CCCC2
→ 3%, 21%, 0%, -1%, -7%, -2%, -9%, 4%, -9%, 1%, -3%
- COc1ccc(OC)c(S(=O)(=O)N2CCN3CCCC3C2)c1 (configuration not stated)
→ 17%, 1%, 5%, -5%, 0%, 3%, 1%, -1%, ?, 0%, -2%
- COC(=O)c1cn(-c2ccccc2)nc1-c1ccccc1
→ 0%, 19%, ?, 7%, -7%, 27%, -2%, 3%, -1%, 12%, 1%
- Cc1cc(NC(=O)c2cc3n(n2)C(C(F)(F)F)CC(c2ccco2)N3)n(-c2ccccc2)n1 (configuration not stated)
→ 22%, -14%, -2%, -7%, 8%, -22%, -3%, -5%, -7%, 4%, -2%
- C=CCn1c(CSc2nc3ccccc3s2)nnc1SCC(=O)NCCN1CCOCC1
→ -1%, 2%, 1%, 0%, ., 1%, 1%, 6%, -1%, -6%, -1%

Some entries already given, limited to MBNL1 CUG block, MLL CXXC-DNA inh and NPC1 prom act:
smiles | MBNL1 CUG block | MLL CXXC-DNA inh | NPC1 prom act
COc1ccc(OC)c(S(=O)(=O)N2CCN3CCCC3C2)c1 (configuration not stated) | 1% | 17% | ?
COC(=O)c1cn(-c2ccccc2)nc1-c1ccccc1 | -2% | 0% | -1%
Cc1cc(NC(=O)c2cc3n(n2)C(C(F)(F)F)CC(c2ccco2)N3)n(-c2ccccc2)n1 (configuration not stated) | -3% | 22% | -7%

A stretch from further up, as a working copy:
Each structure is followed by: MLL CXXC-DNA inh, RORg inh, FLuc counter, ELG1 genotox, uPA generation, BRCA1 expr act, MBNL1 CUG block, Rab9 prom act, NPC1 prom act, Gal4-VP16 FLuc, p53 reactivation
- Cc1ccc(/C(N)=N/OC(=O)Oc2ccccc2)cc1
→ 0%, 7%, ?, 2%, 1%, 30%, -8%, 1%, -1%, 5%, 2%
- CC(Sc1nnnn1C1CC1)C(=O)N1CC(=O)Nc2ccccc21 (configuration not stated)
→ ., ., 1%, -3%, 1%, -9%, ., 1%, 6%, ., 7%

Bioassay records (PubChem)
